Mcl1 Noxa PPI: disrupts binding of human Mcl-1 to Noxa peptide | inhibition, % at 21.7 µM | Q07820 | hit rate 1.5% among 220,000 | TR-FRET Mcl-1/Noxa peptide binding, 2 h | AID 1022;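 active = compounds that cut the protein-peptide binding signal by more than 50% relative to plate controls in a single-dose test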;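 note: His-tagged Mcl-1 with rhodamine Noxa BH3 peptide and terbium anti-His antibody; 0% = Mcl-1 plus Noxa peptide wells and 100% = peptide-only wells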
Mcl1 Bid PPI: Mcl-1/Bid interaction inhibition. TR-FRET Mcl-1/Bid-Dy647 peptide binding, 1536-well. inhibition, % at 21.7 µM. AID 1021. hit rate 0.97% among 220,000;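 active = compounds that cut the binding signal by more than half at the single screening dose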;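 note: His-tagged Mcl-1 with europium anti-His antibody binding Bid BH3 peptide; 0% = Mcl-1 plus peptide wells and 100% = peptide-only wells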
Bim-Bcl-B: inhibitors of Bim-Bcl-B interaction, human. Q9HD36. bead-based flow cytometry, Bim peptide-Bcl-B binding. inhibition, % at 10 µM. hit rate 0.073% among 190,000. AID 951;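 note: 0% = tracer peptide without compound and 100% = reference inhibitor peptide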
Bcl-W Bim block: inhibitors of Bim-Bcl-W interaction, human | bead-based flow cytometry, Bim peptide-Bcl-W binding | inhibition, % at 10 µM | hit rate 0.02% among 190,000;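 note: 0% = bound tracer without compound and 100% = peptide blocker; higher means less fluorescent Bim peptide bound to Bcl-W beads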
Target sequence (Q92843 whole entry, looked up): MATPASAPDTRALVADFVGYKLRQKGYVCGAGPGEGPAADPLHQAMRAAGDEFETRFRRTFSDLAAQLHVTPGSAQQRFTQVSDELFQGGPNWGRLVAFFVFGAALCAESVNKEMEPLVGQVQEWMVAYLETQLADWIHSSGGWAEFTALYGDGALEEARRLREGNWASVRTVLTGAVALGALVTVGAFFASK
RGS4-Gao reg: human RGS4-Galphao interaction regulation; P09471; Multiplexed bead flow cytometry, RGS4-Galphao binding; actives lie on both sides; binding response (% of control), % at 10 µM; hit rate 0.33% among 220,000; AID 1415; in the data active = binding response below about 49% or above about 150%; inactive = in between;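 note: fluorescent Galphao activated with aluminum fluoride binding bead-coupled RGS4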
Target sequence (P09471 whole entry, looked up): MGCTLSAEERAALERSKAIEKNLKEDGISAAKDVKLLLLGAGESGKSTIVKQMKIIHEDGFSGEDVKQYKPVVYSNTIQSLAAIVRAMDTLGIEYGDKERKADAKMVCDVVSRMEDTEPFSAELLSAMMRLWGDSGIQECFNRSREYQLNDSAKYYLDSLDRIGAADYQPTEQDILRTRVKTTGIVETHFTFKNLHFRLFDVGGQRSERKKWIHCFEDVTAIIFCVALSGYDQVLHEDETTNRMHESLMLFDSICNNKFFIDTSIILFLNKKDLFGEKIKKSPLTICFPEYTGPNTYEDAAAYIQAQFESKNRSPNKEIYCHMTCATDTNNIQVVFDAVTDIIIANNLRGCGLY
RGS8-Gao: modulates binding of RGS8 to human Galphao; P09471; multiplexed bead flow cytometry; actives lie on both sides; response (percent of control binding), % at 10 µM; hit rate 0.34% among 220,000; AID 1423; in the data active = response below about 60% or above about 140%; inactive = in between;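 note: Galphao activated as the GDP aluminium fluoride complex binding bead-coupled RGS8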
Bim-Mcl-1: human Bim-Mcl-1 interaction inhibition | Bead-based flow cytometry, Bim peptide-Mcl-1 binding | Q07820 | inhibition, % at 10 µM | hit rate 0.1% among 190,000 | AID 1009;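 note: 0% = no compound tracer wells and 100% = peptide blocker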
Bim-Bcl-2: human Bim-Bcl-2 interaction inhibition; hit rate 0.06% among 190,000; inhibition, % at 10 µM; AID 950; Bead-based flow cytometry, Bim peptide-Bcl-2 binding; P10415; in the data active = inhibition above about 40%; inconclusive = no clear call, values can overlap the other calls;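 note: 0% = no compound wells with probe peptide and 100% = reference peptide inhibitor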
Target sequence (P10415 whole entry, looked up): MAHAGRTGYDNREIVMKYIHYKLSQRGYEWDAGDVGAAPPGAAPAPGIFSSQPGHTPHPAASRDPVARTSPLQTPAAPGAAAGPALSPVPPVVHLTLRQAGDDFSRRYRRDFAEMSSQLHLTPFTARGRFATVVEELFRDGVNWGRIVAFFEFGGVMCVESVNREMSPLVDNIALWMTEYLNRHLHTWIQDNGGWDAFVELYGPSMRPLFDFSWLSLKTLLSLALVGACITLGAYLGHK
Bfl-1 Bim block: inhibitors of Bim-Bfl-1 interaction, human; Q16548; Bead-based flow cytometry, Bim-Bfl-1 binding inhibition; inhibition, % at 10 µM; hit rate 0.12% among 190,000; AID 1008;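 note: 0% = wells without compound plus tracer and 100% = blocker peptide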
Bim-Bcl-XL: human Bim-Bcl-XL interaction inhibition. Q07817. Bim peptide-Bcl-XL binding, bead flow cytometry, fluorescence. inhibition, % at 10 µM. hit rate 0.04% among 190,000. AID 1007
Target sequence (Q07817 whole entry, looked up): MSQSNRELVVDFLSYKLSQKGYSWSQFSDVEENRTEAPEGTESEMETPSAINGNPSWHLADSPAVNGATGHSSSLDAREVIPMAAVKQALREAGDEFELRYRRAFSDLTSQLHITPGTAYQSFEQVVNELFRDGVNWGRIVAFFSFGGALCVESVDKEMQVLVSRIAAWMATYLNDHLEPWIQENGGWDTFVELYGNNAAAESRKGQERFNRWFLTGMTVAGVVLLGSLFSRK
RGS7-Gao: regulators of human RGS7-Galphao interaction; P09471; Multiplexed bead flow cytometry, RGS7-Galphao binding; actives lie on both sides; binding response (% of control), % at 10 µM; hit rate 0.35% among 220,000; in the data active = binding response below about 49% or above about 150%; inconclusive = no clear call, values can overlap the other calls; inactive = in between;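 note: fluorescent Galphao held in activated GDP-AlF4 state binding bead-coupled RGS7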
Active calls of the source: *. Cut-off read from the data, not from the text of the source, unless noted: active = inhibition above about 40%. An unsorted share of the library; about 2.7% have a hit in one of these screens.

`Cc1ccc(CNc2ccc(O)cc2)cc1` gave Mcl1 Noxa PPI 52*, Mcl1 Bid PPI -18, Bim-Bcl-B -5, Bcl-W Bim block 0, RGS4-Gao reg 91, RGS8-Gao 97, Bim-Mcl-1 1, Bim-Bcl-2 -2, Bfl-1 Bim block -3, Bim-Bcl-XL -2 and RGS7-Gao 93.
C#CCOCCOCCOCCNc1nc(N2CCN(C(=O)Cn3cc(CC(C)O)nn3)CC2)nc(N2CCN(C(=O)[C@H](C)n3cc(CCCN=C(N)N)nn3)CC2)n1 (some centres undefined) was read as Mcl1 Noxa PPI 9, Mcl1 Bid PPI 27, Bim-Bcl-B -1, Bcl-W Bim block -1, RGS4-Gao reg 104, RGS8-Gao 105, Bim-Mcl-1 0, Bim-Bcl-2 -1, Bfl-1 Bim block -1, Bim-Bcl-XL -2 and RGS7-Gao 104.
For Cc1cc2cc(CN(Cc3ccc4c(c3)OCO4)C(=O)c3cnccn3)c3nnnn3c2cc1C the results were Mcl1 Noxa PPI 11, Mcl1 Bid PPI 21, Bim-Bcl-B -7, Bcl-W Bim block 0, RGS4-Gao reg 99, RGS8-Gao 102, Bim-Mcl-1 0, Bim-Bcl-2 -9, Bfl-1 Bim block -9, Bim-Bcl-XL -10 and RGS7-Gao 102.
O=C(Cn1nc(C(F)F)cc1C(F)F)NNC(=S)Nc1ccc([N+](=O)[O-])cc1 was read as Mcl1 Noxa PPI -44, Mcl1 Bid PPI -82, Bim-Bcl-B -20, Bcl-W Bim block -3, RGS4-Gao reg 99, RGS8-Gao 102, Bim-Mcl-1 -4, Bim-Bcl-2 -5, Bfl-1 Bim block -2, Bim-Bcl-XL -5 and RGS7-Gao 99.
COc1ccccc1NC(=O)Cc1csc(NC(=O)c2ccccc2)n1 was read as Mcl1 Noxa PPI 12, Mcl1 Bid PPI 6, Bim-Bcl-B 0, Bcl-W Bim block -3, RGS4-Gao reg 98, RGS8-Gao 102, Bim-Mcl-1 0, Bim-Bcl-2 0, Bfl-1 Bim block 2, Bim-Bcl-XL 1 and RGS7-Gao 104.
C/C(=N\O)C(C)(C)Nc1ccccc1F was read as Mcl1 Noxa PPI -1, Mcl1 Bid PPI -9, RGS4-Gao reg 96, RGS8-Gao 100 and RGS7-Gao inconclusive.
`NC(=S)Nc1cc(Cl)ccc1Cl` gave Mcl1 Noxa PPI 11, Mcl1 Bid PPI -35, RGS4-Gao reg 110, RGS8-Gao 100 and RGS7-Gao inconclusive.
`CCCN1CCC(NC(=O)Nc2ccc([N+](=O)[O-])cc2)CC1` gave Mcl1 Noxa PPI 10, Mcl1 Bid PPI -14, Bim-Bcl-B -2, Bcl-W Bim block 0, RGS4-Gao reg 100, RGS8-Gao 100, Bim-Mcl-1 0, Bim-Bcl-2 -3, Bfl-1 Bim block -3, Bim-Bcl-XL -4 and RGS7-Gao inconclusive.
Screening CN(C)C(=O)c1cc(C(=O)c2ccccc2C(F)(F)F)c[nH]1 returned Mcl1 Noxa PPI -14, Mcl1 Bid PPI -12, Bim-Bcl-B 1, Bcl-W Bim block -1, RGS4-Gao reg 101, RGS8-Gao 105, Bim-Mcl-1 0, Bim-Bcl-2 4, Bfl-1 Bim block 2, Bim-Bcl-XL 2 and RGS7-Gao 102.
Screening Cc1csc(N/N=C/c2ccccn2)n1 returned Mcl1 Noxa PPI -1, Mcl1 Bid PPI -42, Bim-Bcl-B -5, Bcl-W Bim block -3, RGS4-Gao reg 99, RGS8-Gao 98, Bim-Mcl-1 -3, Bim-Bcl-2 -4, Bfl-1 Bim block 2, Bim-Bcl-XL -5 and RGS7-Gao 100.

Next part; the last 2 above are carried over.
Screening CN(C)C(=O)c1cc(C(=O)c2ccccc2C(F)(F)F)c[nH]1 returned Mcl1 Noxa PPI -14, Mcl1 Bid PPI -12, Bim-Bcl-B 1, Bcl-W Bim block -1, RGS4-Gao reg 101, RGS8-Gao 105, Bim-Mcl-1 0, Bim-Bcl-2 4, Bfl-1 Bim block 2, Bim-Bcl-XL 2 and RGS7-Gao 102.
Screening Cc1csc(N/N=C/c2ccccn2)n1 returned Mcl1 Noxa PPI -1, Mcl1 Bid PPI -42, Bim-Bcl-B -5, Bcl-W Bim block -3, RGS4-Gao reg 99, RGS8-Gao 98, Bim-Mcl-1 -3, Bim-Bcl-2 -4, Bfl-1 Bim block 2, Bim-Bcl-XL -5 and RGS7-Gao 100.
For CSC1=C(C#N)C(c2ccncc2)C(C(=O)Nc2ccccc2)=C(C)N1 (centres undefined) the results were Mcl1 Noxa PPI 20, Mcl1 Bid PPI -28, Bim-Bcl-B 0, Bcl-W Bim block 1, RGS4-Gao reg 102, RGS8-Gao 100, Bim-Mcl-1 8, Bim-Bcl-2 0, Bfl-1 Bim block -3, Bim-Bcl-XL 0 and RGS7-Gao 105.
For Cc1cccc(NC(=O)CCC(=O)OCc2ccc(Br)cc2)c1 the results were Mcl1 Noxa PPI -1, Mcl1 Bid PPI 1, Bim-Bcl-B -3, Bcl-W Bim block -3, RGS4-Gao reg 101, RGS8-Gao 104, Bim-Mcl-1 -3, Bim-Bcl-2 -8, Bfl-1 Bim block -4, Bim-Bcl-XL -6 and RGS7-Gao 103.
For Cc1ccc(Nc2c(-c3ccco3)nc3ccccn23)cc1 the results were Mcl1 Noxa PPI 6, Mcl1 Bid PPI -8, Bim-Bcl-B -4, Bcl-W Bim block 0, RGS4-Gao reg 103, RGS8-Gao 101, Bim-Mcl-1 -2, Bim-Bcl-2 3, Bfl-1 Bim block 5, Bim-Bcl-XL -4 and RGS7-Gao 103.
Screening CCOC(=O)c1c(N)sn(-c2ccccc2C)c1=S returned Mcl1 Noxa PPI -12, Mcl1 Bid PPI -75, Bim-Bcl-B -30, Bcl-W Bim block 1, RGS4-Gao reg 98, RGS8-Gao 90, Bim-Mcl-1 -7, Bim-Bcl-2 -8, Bfl-1 Bim block 22, Bim-Bcl-XL -6 and RGS7-Gao 136.
CCn1c(C)cc(/C=C2/SC(=O)N(C(C)C(=O)OC)C2=O)c1C (centres undefined) was read as Mcl1 Noxa PPI 23, Mcl1 Bid PPI -151, RGS4-Gao reg 109, RGS8-Gao 106 and RGS7-Gao inconclusive.
Screening Cc1ccc(-c2nnc(SCC(=O)Nc3ccc4c(c3)oc3ccccc34)n2C)c(Cl)c1 returned Mcl1 Noxa PPI 3, Mcl1 Bid PPI -21, Bim-Bcl-B 1, Bcl-W Bim block 0, RGS4-Gao reg 115, RGS8-Gao 110, Bim-Mcl-1 -1, Bim-Bcl-2 0, Bfl-1 Bim block -1, Bim-Bcl-XL 1 and RGS7-Gao 109.
O=C(NCc1ccncc1)C(=O)N/N=C/c1ccccc1OCc1ccccc1 was read as Mcl1 Noxa PPI 2, Mcl1 Bid PPI -43, Bim-Bcl-B -6, Bcl-W Bim block 0, RGS4-Gao reg 97, RGS8-Gao 100, Bim-Mcl-1 -1, Bim-Bcl-2 -1, Bfl-1 Bim block -4, Bim-Bcl-XL -2 and RGS7-Gao 89.
Nc1nonc1-c1noc(N2CCCCC2)n1 was read as Mcl1 Noxa PPI -12, Mcl1 Bid PPI -26, Bim-Bcl-B 0, Bcl-W Bim block -4, RGS4-Gao reg 104, RGS8-Gao 100, Bim-Mcl-1 -2, Bim-Bcl-2 2, Bfl-1 Bim block 0, Bim-Bcl-XL -4 and RGS7-Gao 104.
For CN(C)CCCNC(=O)/C(=C\c1ccc(-c2cccc([N+](=O)[O-])c2)o1)NC(=O)c1ccccc1 the results were Mcl1 Noxa PPI 0, Mcl1 Bid PPI -5, Bim-Bcl-B -5, Bcl-W Bim block -3, RGS4-Gao reg 105, RGS8-Gao 102, Bim-Mcl-1 -2, Bim-Bcl-2 -5, Bfl-1 Bim block -3, Bim-Bcl-XL -4 and RGS7-Gao 100.
Screening O=C(Nc1ccc2c(c1)CCC2)c1cccc(F)c1 returned Mcl1 Noxa PPI 18, Mcl1 Bid PPI 9, Bim-Bcl-B -1, Bcl-W Bim block 1, RGS4-Gao reg 109, RGS8-Gao 118, Bim-Mcl-1 0, Bim-Bcl-2 -1, Bfl-1 Bim block 0, Bim-Bcl-XL -2 and RGS7-Gao 111.
`CCOc1ccc(-c2c(C(=O)N/N=C/c3ccc(O)cc3)nnn2-c2nonc2N)cc1` gave Mcl1 Noxa PPI -7, Mcl1 Bid PPI -21, RGS4-Gao reg 102, RGS8-Gao 101 and RGS7-Gao inconclusive.
`CSc1ccc(NC(=O)Nc2ccc(C(=O)NCC(=O)O)cc2)cc1` gave Mcl1 Noxa PPI 29, Mcl1 Bid PPI -37, RGS4-Gao reg 102, RGS8-Gao 104 and RGS7-Gao inconclusive.
Cc1cc(Nc2cnc3ccccc3n2)n(-c2ccccc2)n1 was read as Mcl1 Noxa PPI -5, Mcl1 Bid PPI -16, Bim-Bcl-B -2, Bcl-W Bim block 0, RGS4-Gao reg 100, RGS8-Gao 105, Bim-Mcl-1 -1, Bim-Bcl-2 -1, Bfl-1 Bim block 0, Bim-Bcl-XL -4 and RGS7-Gao 95.
`Cc1cc(Nc2cc(C)on2)n2ncnc2n1` gave Mcl1 Noxa PPI -11, Mcl1 Bid PPI -19, Bim-Bcl-B -6, Bcl-W Bim block 0, RGS4-Gao reg 98, RGS8-Gao 103, Bim-Mcl-1 0, Bim-Bcl-2 -9, Bfl-1 Bim block -9, Bim-Bcl-XL -1 and RGS7-Gao 103.
For c1ccc(OCCOCCSc2ncccn2)cc1 the results were Mcl1 Noxa PPI 4, Mcl1 Bid PPI -19, Bim-Bcl-B 0, Bcl-W Bim block 0, RGS4-Gao reg 103, RGS8-Gao 102, Bim-Mcl-1 -3, Bim-Bcl-2 -2, Bfl-1 Bim block -1, Bim-Bcl-XL 0 and RGS7-Gao 104.
`Cc1cccc(C)c1OCCN1C(=O)NC(C)(c2ccccc2)C1=O` (centres undefined) gave Mcl1 Noxa PPI 5, Mcl1 Bid PPI -17, Bim-Bcl-B -6, Bcl-W Bim block -2, RGS4-Gao reg 110, RGS8-Gao 109, Bim-Mcl-1 -2, Bim-Bcl-2 -5, Bfl-1 Bim block -5, Bim-Bcl-XL -4 and RGS7-Gao 105.
For Cc1ccc(F)c([C@H]2C3C=CCC(c4ccccc4)C3C(=O)N2Cc2ccccc2)c1 (some centres undefined) the results were Mcl1 Noxa PPI 17, Mcl1 Bid PPI -38, RGS4-Gao reg 95, RGS8-Gao 96 and RGS7-Gao inconclusive.
For Cc1cccc(C)c1OCC(=O)Nc1ccc(S(=O)(=O)Nc2ccccn2)cc1 the results were Mcl1 Noxa PPI 1, Mcl1 Bid PPI -8, Bim-Bcl-B -3, Bcl-W Bim block -1, RGS4-Gao reg 101, RGS8-Gao 102, Bim-Mcl-1 -2, Bim-Bcl-2 1, Bfl-1 Bim block 1, Bim-Bcl-XL -1 and RGS7-Gao 98.
CCCCNC(=S)NNC(=O)c1csc2c1CCC(C)C2 (centres undefined) was read as Mcl1 Noxa PPI -66, Mcl1 Bid PPI -130, Bim-Bcl-B -14, Bcl-W Bim block 2, RGS4-Gao reg 101, RGS8-Gao 101, Bim-Mcl-1 -2, Bim-Bcl-2 -6, Bfl-1 Bim block -6, Bim-Bcl-XL -3 and RGS7-Gao 102.
`O=C(O)C1CCCN1S(=O)(=O)c1ccc2ccccc2c1` (centres undefined) gave Mcl1 Noxa PPI 3, Mcl1 Bid PPI -7, Bim-Bcl-B -7, Bcl-W Bim block -10, RGS4-Gao reg 100, RGS8-Gao 102, Bim-Mcl-1 -8, Bim-Bcl-2 -4, Bfl-1 Bim block -11, Bim-Bcl-XL -9 and RGS7-Gao 100.
